MsrA inh = bovine MsrA inhibition. purified bovine MsrA, absorbance read-out. inhibition, % at 15.5 µM. actives 0.75% (n = 360,000); in the data active = inhibition above about 4.5%;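 note: 0% = vehicle wells with enzyme and 100% = reference inhibitor wells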
LMPTP inh = LMPTP (human) inhibition; P24666; recombinant LMPTP-A, OMFP fluorogenic substrate, fluorescence intensity; inhibition, % at 20 µM; actives 0.22% (n = 360,000);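 active = compounds that cut the enzyme signal by at least half of the control window in the single-dose screen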;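 note: plate controls were DMSO wells with enzyme plus substrate for no effect and substrate without enzyme for full effect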
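Test system – LMPTP-A enzyme · Amount – LMPTP-A at 0.625 nM final in the reaction · Buffer or medium – Bis-Tris pH 6.0, DTT, detergent · Reagent – OMFP 400 µM · Doses – single 20 µM dose · Schedule – reaction 50 min, room temperature, dark · Detection – fluorescence intensity of OMFP turnover product · Evaluation – percent inhibition versus substrate-only and uninhibited controls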
SUMO1 PPI mod = alters human SUMO1 binding to SIM partners | P63165 | actives 0.33% (n = 360,000) | inhibition, % at 20 µM | AID 602429 | SUMO1 binding to a labelled peptide, TR-FRET, 1 h; in the data active = inhibition above about 37%
Scp1 inh = inhibitors of human Scp-1 phosphatase. Q9GZU7. Recombinant Scp1, phosphopeptide, malachite green phosphate absorbance. inhibition, % at 20 µM. actives 0.88% (n = 340,000);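 active = inhibition above about 50% at 20 µM, limit read from the data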;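 note: plate controls were DMSO wells with enzyme for no effect and wells lacking enzyme for full effect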
Target sequence (Q9GZU7 76-261 limits assumed): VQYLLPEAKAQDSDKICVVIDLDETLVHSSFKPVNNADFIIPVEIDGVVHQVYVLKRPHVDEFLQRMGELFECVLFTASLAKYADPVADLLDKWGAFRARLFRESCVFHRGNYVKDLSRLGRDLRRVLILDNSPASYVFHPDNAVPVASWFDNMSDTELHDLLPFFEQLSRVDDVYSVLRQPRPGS
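Test system: SCP-1 catalytic domain; Buffer or medium: Acidic Tris acetate buffer with magnesium and detergent; Also added: Phosphorylated 17-residue peptide substrate; Compound: single 20 µM dose, 1% DMSO; Schedule: enzyme reaction 45 min at room temperature, colour 5 min, stabilisation 30 min; Signal: Phosphate-binding colour reagent, absorbance read at 630 nm.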
eLon inh = E. coli protease La inhibition | inhibition, % at 7.94 µM | actives 0.42% (n = 360,000) | P0A9M0 | purified E. coli Lon protease, fluorescence polarization; in the data active = inhibition above about 13%, passing the limit was not always enough;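 note: 0% = enzyme with probe and DMSO and 100% = no enzyme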
MsrA act = activators of bovine methionine sulfoxide reductase A. purified bovine MsrA, absorbance read-out. activation, % at 10.6 µM. actives 0.3% (n = 360,000). AID 602163; in the data active = activation above about 7.5%;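 note: 0% = vehicle and 100% = reference activator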
DNMT1 block = blocks human DNA methyltransferase DNMT1; DNMT1 molecular beacon, Hinp1I cleavage, fluorescence; actives 0.83% (n = 360,000); inhibition (reported as % activation of signal), % at 10 µM; AID 588458; in the data active = inhibition above about 50%
Tb MetRS inh = blocks T. brucei methionyl-tRNA synthetase activity. purified T. brucei MetRS, ATP depletion, Kinase-Glo luminescence. inhibition, % at 11.9 µM. actives 0.4% (n = 360,000);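 active = inhibition above a per-plate cutoff of the control wells' mean inhibition plus 3 SD, cut at about 5.5% in these data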;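 note: 0% = DMSO wells median and 100% = median of wells with control inhibitor compound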
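Assay system: T. brucei methionyl-tRNA synthetase, purified | Medium: HEPES buffer with MgCl2, KCl, DTT, spermine, BSA, pyrophosphatase | Compound: 11.9 µM single point | Incubation: 15 min enzyme-compound preincubation, 2 h reaction, 10 min detection, 25 °C | Measured by: Kinase-Glo luciferase luminescence reporting remaining unconsumed ATP | Measure: % inhibition normalized to control-well medians | Replication: Singlicate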
STEP block = blocks human striatal-enriched tyrosine phosphatase. recombinant STEP, OMFP fluorogenic substrate, fluorescence. AID 588621. inhibition, % at 20 µM. P54829. actives 0.25% (n = 360,000);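 active = inhibition at 20 µM, scaled per plate between control wells, above about 37%, limit read from the data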;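 note: 0% = DMSO with enzyme and substrate and 100% = substrate only without enzyme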
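Assay system: isolated STEP enzyme. Buffer or medium: pH 6.0 Bis-Tris with DTT and Tween 20. Also added: fluorogenic phosphatase substrate OMFP at 25 µM final. Dosing: 20 µM, 1% DMSO. Timing: 20 min reaction, room temperature, in the dark. Measured by: fluorescence intensity, excitation 480 nm, emission 540 nm. Evaluation: normalized % inhibition.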
CendR NRP1 mod = modulators of CendR peptide binding to human neuropilin-1; O14786; inhibition, % at 25 µM; actives 0.85% (n = 360,000); FAM-RPARPAR peptide binding to NRP-1, fluorescence polarization;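 active = inhibition or corrected inhibition above about 18%, plus a signal ratio from 0.5 to 1.5, limit read from the data, passing the limit was not always enough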; note: strong numbers were not always called active
Target sequence (O14786 whole entry, looked up): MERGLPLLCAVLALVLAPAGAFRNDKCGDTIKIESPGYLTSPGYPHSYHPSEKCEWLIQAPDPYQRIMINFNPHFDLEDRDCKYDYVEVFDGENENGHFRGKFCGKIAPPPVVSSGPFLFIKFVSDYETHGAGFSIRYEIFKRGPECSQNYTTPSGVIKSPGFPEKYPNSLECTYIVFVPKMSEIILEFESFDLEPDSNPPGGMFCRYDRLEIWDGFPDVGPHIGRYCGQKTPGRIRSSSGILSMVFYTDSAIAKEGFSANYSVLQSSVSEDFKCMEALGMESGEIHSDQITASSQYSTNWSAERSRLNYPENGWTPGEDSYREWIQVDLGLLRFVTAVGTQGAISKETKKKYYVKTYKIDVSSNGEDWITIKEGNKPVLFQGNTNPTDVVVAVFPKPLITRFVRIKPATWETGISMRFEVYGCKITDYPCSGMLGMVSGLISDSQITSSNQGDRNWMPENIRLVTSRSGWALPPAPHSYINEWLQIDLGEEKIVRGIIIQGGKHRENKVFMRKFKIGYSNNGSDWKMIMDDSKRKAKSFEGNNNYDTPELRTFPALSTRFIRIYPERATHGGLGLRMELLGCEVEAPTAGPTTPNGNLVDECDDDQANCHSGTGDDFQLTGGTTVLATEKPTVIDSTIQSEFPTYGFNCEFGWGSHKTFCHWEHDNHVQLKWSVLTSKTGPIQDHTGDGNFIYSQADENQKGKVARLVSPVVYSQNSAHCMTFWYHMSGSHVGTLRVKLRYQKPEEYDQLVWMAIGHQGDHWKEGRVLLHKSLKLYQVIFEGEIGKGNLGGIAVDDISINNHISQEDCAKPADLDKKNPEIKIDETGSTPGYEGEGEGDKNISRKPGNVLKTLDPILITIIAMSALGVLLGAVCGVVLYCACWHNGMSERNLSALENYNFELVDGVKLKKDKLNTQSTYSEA
Active calls of the source: *; / = no result given; & = joins results of further samples. Rows are unselected; any-hit rate near 4.3%.

compound	MsrA inh	LMPTP inh	SUMO1 PPI mod	Scp1 inh	eLon inh	MsrA act	DNMT1 block	Tb MetRS inh	STEP block	CendR NRP1 mod
Cc1oc(-c2ccccc2F)nc1CSCC(=O)NCc1ccc2c(c1)OCO2	-1.1	-0.7	0	-5	-5	-4	-1	-0.6	2	1
O=C(N1CCOCC1)N1CCN(S(=O)(=O)N2CCCCC2)CC1	1.7	-1.5	1	-8	3	-2	1	-0.7	3	4
CN1CCN(c2ccc(NC(=O)COc3ccccc3Cl)cc2)CC1	0.1	0.7	-7	-1	3	-11	-3	-1.6	0	-1
CC(C)c1ccc(C2OC(CCc3ccccc3)Cc3[nH]c(=S)[nH]c(=O)c32)cc1 (stereo unspecified)	2.1	2.2	1	/	-2	-6	/	-0.8	/	-21
C/C=C/c1c(F)c(F)c(Oc2ccc(C(=O)O)cc2)c(F)c1F	-1.5	0.9	-2	-8	-5	-1	1	-0.4	-2	-9
OC(CNCCc1ccc(Cl)cc1)COc1cc(Cl)ccc1Cl (stereo unspecified)	-1.1	0.8	-17	-10	-5	-2	-3	-0.4	1	5
COc1ccc(COC(=O)c2c(C)nn(-c3ccccc3)c2Cl)cc1	-1.5	2.2	10	-15	-2	-2	6	-0.3	3	6
O=C1C=CC(=O)N1c1ccccc1N1C(=O)C=CC1=O	0.2	4.6	9	-4	-13	-2	-4	-0.1	-2	-4
CSC(=NCCCN1CCOCC1)NS(=O)(=O)c1cccs1	1.5&0.4	-0.3&-3.7	-4&-3	-4&-2	5&0	0&2	3&0	-0.3&-0.1	1&0	-9&14
CCCCn1c(N)c(NCC)c(=O)[nH]c1=O	0.3	4.9	1	-3	3	-4	-1	-0.2	-1	4
O=C1NC2=C(CCc3ccccc32)C(c2ccccc2)N1 (stereo unspecified)	2.1	-0.8	-10	-7	9	-4	0	0.0	0	-8
CC(C)N(C(=O)Cn1cc(S(=O)(=O)CC(=O)N2CCOCC2)c2ccccc21)C(C)C	-0.3	-3.5	-1	1	6	-8	1	-0.5	-2	4
Cc1ccc(S(=O)(=O)N2CCCC2C(=O)N2CCCCCC2)cc1 (stereo unspecified)	-0.4	-0.5	0	3	4	1	-1	-0.1	-2	8
Cc1cccc2cc(CN(CCCN3CCOCC3)Cc3nnnn3C(C)(C)C)c(=O)[nH]c12	1.4	-3.4	1	-9	0	-1	-3	-0.3	1	-6
Brc1cc2c(cc1C1Nc3ccccc3C3C=CCC31)OCO2 (stereo unspecified)	0.0	3.3	-3	1	-11	-4	-27	-0.3	1	-9
CN(C)CCNC(=O)Cn1nc(-c2ccc(Cl)cc2)ccc1=O	-0.6	-3.4	-8	-8	11	-2	1	-0.2	-2	-7
O=C1C=C(NCc2ccc(Cl)cc2Cl)C2(CCCCC2)O1	-0.1	-0.3	0	1	2	-2	-3	0.2	-1	6
Cn1c(SCC(=O)N2CCc3ccccc3C2)nnc1-c1ccncc1	-0.8	-1.4	-8	-1	3	-3	-2	0.7	1	-4
O=C(NNC1=NCCC1)c1cccc(S(=O)(=O)N2CCCC2)c1	1.2	-0.5	-4	-7	14	-3	1	-0.2	-2	16
Cc1cc(C)c(NC(=O)CS(=O)CC(=O)NCCCc2ccccc2)c(C)c1 (stereo unspecified)	-0.2	-0.5	-1	-7	-2	-2	1	-0.3	2	8
CCCCCc1nnc(NC(=O)CN2C(=O)C3CCCCC3C2=O)s1 (stereo unspecified)	-0.9	-0.4	1	1	2	-10	1	-1.0	2	0
COc1cc(/C=C2\SC(=Nc3ccc(Cl)c(C(=O)O)c3)NC2=O)c(Br)c(Br)c1O	3.5	-23	-21	53*	-482	-13	27	-1.2	27	133
C#CCn1c(=NC(=O)c2ccccc2[N+](=O)[O-])sc2cc(S(C)(=O)=O)ccc21	0.8	-0.3	-2	-2	-16	-5	17	-0.8	0	-3
O=C(N1CCC(O)(c2cccnc2)CC1)C12CC3CC(CC(C3)C1)C2	-0.7	3.7	2	0	-6	-3	2	-0.2	-2	2
O=S(=O)(N/N=C\c1ccc2c(c1)OCO2)c1ccc(F)cc1	0.7	-0.9	-4	-5	0	-1	-2	0.2	-3	-7
CCOC(=O)C(C(=O)N(C)Cc1ccccc1)C1CCCCC1 (stereo unspecified)	-0.6	-0.7	3	4	-4	0	2	-0.2	0	0
CC(C)NC(=O)C(=O)NC1CCCCCC1	-1.3	-1.3	4	-10	0	-3	1	-0.9	-2	3
Cc1cccc(NC(=O)C2CCCN(C(=O)NCc3ccccc3)C2)c1C (stereo unspecified)	-0.4	-0.4	0	-7	-1	-3	1	-0.1	0	0
CCCn1c(=O)c2[nH]cnc2n(-c2ccccc2C)c1=O	-0.8	-2.8	-5	-9	1	-1	0	-0.1	-1	1
Fc1ccc2nc3n(c2c1F)CCCCCC3	-0.5	-0.2	2	-7	13	-1	0	-0.7	-1	3
NC(=O)C1(N2CCCCC2)CCN(Cc2ccccc2Cl)CC1	-0.3	-1.6	-1	-11	-3	-1	1	-0.3	2	10
Cc1ccc(NC(NC(=O)c2ccccn2)C(Cl)(Cl)Cl)cc1 (stereo unspecified)	-0.3	0.6	2	-1	-3	-4	-2	-0.8	0	6
CC(C)NC(=O)C1(C)CN(S(C)(=O)=O)CC(=O)N1CCOc1ccccc1 (stereo unspecified)	-1.3	-1.0	0	/	/	/	/	0.2	/	-4
CCOP1(=O)C=C(C(C)(C)C)OC1c1ccc(F)cc1 (stereo unspecified)	1.4	-1.6	-2	-13	-5	-2	2	1.2	0	6
Cc1cc(C(F)F)n2nc(C(=O)Nc3ccc(F)cc3F)nc2n1	0.0	-0.8	-1	7	-6	3	1	-0.3	0	6
Cn1c(-c2c(N)n(-c3ccccc3)c3nc4ccccc4nc23)nc2ccccc21	1.7	1.0	-3	-2	-41	-12	-9	-1.7	0	-11
OCCNc1nc(C2CC2)nc2c1nnn2Cc1ccccc1Cl	-0.5	-0.7	-1	-8	-6	-2	2	-0.6	0	-4
O=C(NC(=S)NNC(=O)c1ccccc1O)c1ccccc1	3.0	-1.4	0	-9	3	-1	-4	-0.2	1	-3
O=C(OCC(=O)N1CCN(c2ccccc2)CC1)c1ccc(O)cc1O	-0.4	0.8	2	2	2	-1	-1	0.0	-1	13
CC(C)Nc1ncnc2c1nnn2Cc1ccccc1	-0.3	-1.0	-4	-3	-6	-3	-3	-0.7	-1	4
COc1cc(OC)c(C(=O)NC2CCCCCC2)cc1OC	1.2	0.3	1	27	-2	0	0	-0.7	0	10
COc1ccc(C(=O)C2CCCN(Cc3cccc4c3OCO4)C2)cc1OC (stereo unspecified)	0.3	-0.5	2	1	-2	-4	0	-1.4	-1	14
COc1ccc(S(=O)(=O)N2CCC(C(=O)NCCc3ccc4c(c3)OCO4)CC2)cc1	0.6	-2.7	0	-6	-4	-2	-1	0.0	-8	1
Cc1ccc(S(=O)(=O)N2CCCCC2)cc1C(=O)N1C(C)CCCC1C (stereo unspecified)	0.1	3.7	-2	-5	-3	-5	0	0.0	-3	2
Cc1c(NC(=O)CSc2ncnc3ccccc23)c(=O)n(-c2ccccc2)n1C	1.0	-0.5	0	-1	-10	-4	1	-0.3	-1	-18
Cn1c(=O)n(C)c2cc(N3CCOCC3)c(NC(=O)c3ccc(F)cc3)cc21	-0.8	-1.3	49*	-2	-3	-8	3	-0.2	-2	3
Cc1csc2nc(O)c(C(=O)NCCCN3CCCC3=O)c(=O)n12	1.1	-1.3	-1	-9	-7	-2	0	-0.2	-2	10
CCOC(=O)CNC(=O)Cn1cnc2c(nnn2-c2ccc(C)cc2)c1=O	-0.2	-0.1	0	-5	5	-2	1	-0.3	-4	-2
N#Cc1cccc(-n2nnnc2-c2ccccn2)c1	-0.5	-0.8	-1	-1	2	-8	2	-0.3	0	8
N=C1C(c2ccccc2)=C(O)CN1c1cccc(S(=O)(=O)N2CCOCC2)c1	-0.9	-0.6	-3	-5	1	-3	3	0.1	-2	5
COc1ccc([N+](=O)[O-])cc1N(CC(O)CN1CCCCC1)S(=O)(=O)c1ccccc1 (stereo unspecified)	1.6	3.8	-8	-3	-2	-14	0	-1.3	-2	1
Cn1nnc(C(O)CN2CCOCC2)n1 (stereo unspecified)	0.4	0.7	-3	-13	-12	-2	-1	-0.5	-3	15
Cc1nnc2ccc(-c3ccc(NS(=O)(=O)c4ccccc4[N+](=O)[O-])cc3)nn12	3.8	3.8	-1	3	-2	-5	-7	-0.4	2	3
CCc1c(C)sc(NC(=O)c2ccccc2[N+](=O)[O-])c1C(N)=O	-1.1	-1.2	-12	-6	5	-4	-3	-0.1	1	3
COc1cccc(C(=O)Nc2ccc(NC(=O)C3C4C=CC(C4)C3C(=O)O)cc2)c1 (stereo unspecified)	-0.5	0.5	8	4	1	-6	1	-0.3	1	0
COc1ccc(NCC(=O)NN=C2CCS(=O)(=O)c3ccc(F)cc32)cc1	1.8	4.3	-10	0	-2	-1	-1	-0.1	-2	2
Cc1ccc(C)c(C(=O)CCC(=O)Nc2cccnc2)c1	-0.3	-0.4	2	-1	-4	-4	1	-0.7	-8	18
Brc1ccccc1-c1csnn1	0.0	0.1	2	-4	-9	0	3	0.3	-3	2
COc1ccc(C(=O)c2[nH]c(N)c(C(=O)NCCc3c[nH]c4ccccc34)c2-c2ccc(OC)c(OC)c2)cc1	1.3	1.0	-8	/	2	-3	/	-0.3	/	-1
O=C(C1=C(O)C(=O)N(CCN2CCOCC2)C1c1cccc(F)c1)c1cc2ccccc2o1 (stereo unspecified)	0.7	-0.7	-18	-7	-6	-6	-4	-0.2	5	-7
CC(=O)N1CCCc2cc(S(=O)(=O)NCCC3=CCCCC3)ccc21	0.3	1.1	2	-3	3	-3	2	0.1	6	10
O=C(COC(=O)COc1ccc(Br)cc1)NC1CCCCCC1	0.6	-0.2	1	-2	0	-3	2	-0.4	1	4

In another format: 2 of the compounds above.
> Cc1ccc(C)c(C(=O)CCC(=O)Nc2cccnc2)c1
  MsrA inh: -0.3	LMPTP inh: -0.4	SUMO1 PPI mod: 2	Scp1 inh: -1	eLon inh: -4	MsrA act: -4	DNMT1 block: 1	Tb MetRS inh: -0.7	STEP block: -8	CendR NRP1 mod: 18
> N=C1C(c2ccccc2)=C(O)CN1c1cccc(S(=O)(=O)N2CCOCC2)c1
  MsrA inh: -0.9	LMPTP inh: -0.6	SUMO1 PPI mod: -3	Scp1 inh: -5	eLon inh: 1	MsrA act: -3	DNMT1 block: 3	Tb MetRS inh: 0.1	STEP block: -2	CendR NRP1 mod: 5
